12-LOX inh – inhibitors of human 12S-lipoxygenase ALOX12; P18054; purified 12hLO, xylenol orange hydroperoxide absorbance; Potency, µM (titrated, usually from 108 µM), without a hit: top-dose activity change, negative = inhibition, actives largely listed as inhibitors; hit rate 1.1% among 580,000; AID 1671190; active = well fitted inhibition curve with a large enough effect; inconclusive = small, poorly fitted or top-dose-only effect, or another doubt; inactive = no such curve, though single readings can be large or run the other way
Target sequence (P18054 whole entry, looked up): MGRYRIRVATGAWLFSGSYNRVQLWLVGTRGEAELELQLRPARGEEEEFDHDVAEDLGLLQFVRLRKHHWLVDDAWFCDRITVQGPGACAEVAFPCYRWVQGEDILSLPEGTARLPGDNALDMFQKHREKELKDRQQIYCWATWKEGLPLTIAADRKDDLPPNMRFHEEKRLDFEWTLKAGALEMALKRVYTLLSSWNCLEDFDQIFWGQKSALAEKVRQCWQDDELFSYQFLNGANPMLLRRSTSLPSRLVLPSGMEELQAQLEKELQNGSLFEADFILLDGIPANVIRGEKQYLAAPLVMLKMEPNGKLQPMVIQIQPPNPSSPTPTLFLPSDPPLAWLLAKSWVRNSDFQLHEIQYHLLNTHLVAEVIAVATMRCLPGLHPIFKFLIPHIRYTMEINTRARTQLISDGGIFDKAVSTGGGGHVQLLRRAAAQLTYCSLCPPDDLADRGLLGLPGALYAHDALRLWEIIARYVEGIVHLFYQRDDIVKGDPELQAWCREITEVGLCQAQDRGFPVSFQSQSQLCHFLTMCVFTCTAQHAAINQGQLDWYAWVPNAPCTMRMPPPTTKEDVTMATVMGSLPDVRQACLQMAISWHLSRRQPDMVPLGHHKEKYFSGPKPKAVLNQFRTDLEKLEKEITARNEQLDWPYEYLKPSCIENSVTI
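Purified human 12hLO at 150 nM in 25 mM Hepes, 0.01% Triton X-100, pH 7.0, preincubated 15 min at room temperature with compound. Reaction started with 40 uM arachidonic acid, 30 min at room temperature. Hydroperoxide measured by Fe-xylenol orange, 573/405 nm absorbance ratio.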
* hit, by the source's call; ? = inconclusive; [ ] = another dose, or the depositor's remark. % is set by controls: 0 for no effect and ±100 for the full control effect; potency is the fitted concentration of half-maximal effect. Some of the compounds tested; count on the stated rates, not on these rows.

SMILES	12-LOX inh
Cc1cccc(NC(=O)c2cccc(OCc3c(C)noc3C)c2)c1	2.3%
COc1ccc(C(C)=O)cc1Cn1c(C)c(C(=O)NCCC#N)sc1=O	26.2%
CC1=C(C(=O)N(C(C)C)C(C)C)CC(CC(=O)NCC2CCCCC2)C(=O)N1Cc1ccc(C(C)(C)C)cc1 (stereo not drawn)	?
Cc1ccc(OCC(=O)Nc2ccc(N3CCN(S(C)(=O)=O)CC3)cc2)cc1Cl	?
CC(C)c1ccc(NC(=O)c2cc3c(s2)CCC3)cc1	?
Nc1ncccc1CN1CC[C@@H]2OCC(=O)N(Cc3ccc(O)cc3)[C@H]2CC1	24.0%[176 µM]
CC(=O)Nc1cccc(C(=O)NCc2nnc3ccc(-c4ccc(C)cc4)nn23)c1	20.0%
Cc1cn([C@H]2C[C@H](O)[C@@H](CNC(=O)[C@H]3CCC(=O)N3)O2)c(=O)[nH]c1=O	-7.5%
COc1ccc2[nH]c(=O)c(CN(Cc3cnn(C)c3)C3CC3)cc2c1	?
CCOc1ccc(-c2nc3cc(NC(=O)COc4ccccc4C)ccc3o2)cc1	-5.1%
COc1cc(C=Cc2nnc3c4ccccc4cnn23)cc(OC)c1OC	13.3%
COc1ccc(NC(=O)N2C[C@@H]3C[C@H](C2)c2ccc(NC(=O)C4CCCCC4)c(=O)n2C3)cc1	13.6%
O=C(Nc1cccc(-c2ccc(N3CCOCC3)nn2)c1)Nc1ccccc1F	?
COc1ccc(C(=O)NCC2(COc3ccc(C(F)(F)F)cn3)C[C@@H](O)[C@@H](O)C2)cc1 (stereo partly drawn)	109.1%[activator]
COc1cccc(CN2CCC2(C)C(=O)Nc2cnc3ccccc3c2)c1F (stereo not drawn)	-14.4%
COc1cccc(N2C(=O)NC(=NC3CCCC3)C23CCCN(Cc2ccccc2)C3)c1 (stereo not drawn)	1.1%[6.33 µM]
Cc1ccc(Cl)cc1N1CCN(CC(=O)NC2CCCCC2)CC1	-7.4%
O=C(CC1CCN(C(=O)c2ccc(F)cc2)C1)NC1CC1 (stereo not drawn)	26.4%
COc1cc(CN2C[C@@H](CO)O[C@@H](n3cnc4c(NCCN(C)C)ncnc43)C2)cc(OC)c1OC	-0.6%
c1ccc(OC2CNC2)cc1	6.4%[12.5 µM]
O=C(c1ccco1)N1CCc2c(nc(-c3ccc(F)cc3)[nH]c2=O)C1	?
CCCC(=O)N1CCCN(C)c2ccccc21	17.9%
CCN(CC)CC[C@H]1CN(C(=O)CC(C)(C)C)CC[C@H]1CC(=O)O	-19.0%[176 µM]
CC(NC(=S)NCCc1ccccc1)c1ccc(C(C)(C)C)cc1 (stereo not drawn)	39.8µM*
Cc1ccc(C(=O)N2CCC(OC3CCN(Cc4ccccc4)CC3)CC2)cc1	33.3%[activator]

Reformatted: results already given.
SMILES | 12-LOX inh
Cc1cccc(NC(=O)c2cccc(OCc3c(C)noc3C)c2)c1 | 2.3%
COc1ccc(C(C)=O)cc1Cn1c(C)c(C(=O)NCCC#N)sc1=O | 26.2%
CC1=C(C(=O)N(C(C)C)C(C)C)CC(CC(=O)NCC2CCCCC2)C(=O)N1Cc1ccc(C(C)(C)C)cc1 (stereo not drawn) | ?
Cc1ccc(OCC(=O)Nc2ccc(N3CCN(S(C)(=O)=O)CC3)cc2)cc1Cl | ?
CC(C)c1ccc(NC(=O)c2cc3c(s2)CCC3)cc1 | ?
Nc1ncccc1CN1CC[C@@H]2OCC(=O)N(Cc3ccc(O)cc3)[C@H]2CC1 | 24.0%[176 µM]

(more compounds)
SMILES	12-LOX inh
O=S(=O)(c1cccs1)N1CCn2cccc2C1c1ccccc1F (stereo not drawn)	?
COc1cccc(CC(=O)NC2CCN(c3cnn(C)c(=O)c3)CC2)c1	-2.5%
Cc1cnc(C(=O)N(c2ccc(N3CCOCC3)cc2)C2C(=O)Nc3ccccc3N=C2c2ccc3c(c2)OCO3)cn1 (stereo not drawn)	-2.5%
COCCNC(=O)C1CCCN(C(=O)c2cc(C)nn2C(C)(C)C)CC1 (stereo not drawn)	-0.9%
C=CCNC(=O)N[C@H]1[C@H](O)[C@@H](N2CCN(C)CC2)[C@@H]2OC[C@H]1O2	?
CC(C)CN1C(=O)c2ccccc2C(C(=O)NCc2ccccn2)C12CCCCC2 (stereo not drawn)	50.4%[activator]
CC(=O)N1CCCC(c2nc(C(C)C)no2)CCNC(=O)CC1 (stereo not drawn)	31.3%[activator]
CN(Cc1ccco1)C(=O)Cc1cccn1-c1cccc(Cl)c1	-23.2%
O=C(c1cccs1)N1CCC(N2C(=O)C(O)C23CCCCC3)CC1 (stereo not drawn)	51.1%[activator]
CCOc1ccccc1NC(=O)c1cc2cc(OC)ccc2oc1=O	21.0%
CC1=C2NC(N)=[N+](Cc3ccc4c(c3)OCO4)CC2n2c(=O)n(-c3ccccc3)c(=O)n2C1 (stereo not drawn)	-2.9%
COc1ccc([S+](=O)([O-])c2nnn3c2nc(N2CCCCC2)c2ccccc23)cc1	6.8%[6.33 µM]
O=C1c2c(-c3nc(-c4ccsc4)no3)nnn2CCN1Cc1cc(F)cc(F)c1	?
CC(=O)NCCCC(=O)N1Cc2ccccc2OC2(CCN(C(=O)N(C)C)CC2)C1	1.8%[6.33 µM]
O=C(CCCc1ccccc1)N1CCC(Cc2nc(C3CC3)n[nH]2)C1 (stereo not drawn)	33.5%
CCOCCCNC(=O)C(CC)c1ccccc1 (stereo not drawn)	1.0%
COc1ccc(CN(C(=O)c2cc(=O)[nH]c3ccc(S(=O)(=O)N4CCOCC4)cc23)C2CC2)cc1	?
CC(=O)N(c1nc(CSc2nnc(C3CC3)n2C2CC2)cs1)c1ccc(C)cc1C	?
CC1=C(C(=O)N(C)C)CC(CC(=O)NC(c2ccccc2)c2ccccc2)C(=O)N1Cc1ccc(F)cc1 (stereo not drawn)	?
Cc1ccc(OCC(=O)N2CCC(Cc3nc(-c4cnccn4)no3)CC2)cc1	40.1%[activator]
CCCCCOc1ccc(/C=C2\CCC(C3CCCC3)C2=O)cc1 (stereo not drawn)	3.0%
Cn1c(=O)c2c(ncn2Cc2ccc(F)cc2)n(C)c1=O	9.7%
O=C1CC2(CCN(c3cnc4ccccc4n3)CC2)CN1CCCc1ccccc1	48.4%
CN(CCC#N)C(=O)CSc1ncc(-c2ccc(Cl)cc2)o1	-44.7%
O=C1NC[C@H](CCCCN2C[C@H](Cc3ccccc3)N(CCc3ccccc3)C(=O)C2=O)N(CCC2CCCCC2)C1=O	?

Looked up above.
Under 12-LOX inh, CCOc1ccccc1NC(=O)c1cc2cc(OC)ccc2oc1=O is entered as 21.0%
Under 12-LOX inh, CN(CCC#N)C(=O)CSc1ncc(-c2ccc(Cl)cc2)o1 is entered as -44.7%
Under 12-LOX inh, O=C1CC2(CCN(c3cnc4ccccc4n3)CC2)CN1CCCc1ccccc1 is entered as 48.4%

Later entries:
SMILES	12-LOX inh
O=C(c1ccnc(Cl)c1)N1CC[C@H]2COC(=O)N2c2cc(F)ccc2C1	-18.7%[176 µM]
COc1cc(C(O)c2nc(-c3cccc(C(F)(F)F)c3)cs2)ccc1F (stereo not drawn)	?
CCOC(=O)[C@@H](NC(=O)CC[C@H]1O[C@@H](n2cc(C)c(=O)[nH]c2=O)C[C@@H]1O)C(C)C	2.3%
Fc1ccccc1CSc1nnc(-c2ccccc2F)n1C1CC1	?
O=C1Nc2ccccc2O[C@H]2C[C@@H]1N(Cc1ccccc1Cl)C2	-6.7%[176 µM]
Cc1cc(C[C@@H]2COC[C@@H]2NC(=O)c2ccc3n[nH]nc3c2)on1	87.9%[activator]
CC(NC(=O)CSc1ccc2c(c1)OCCCO2)c1cc2ccccc2o1 (stereo not drawn)	-4.6%
Cc1cc(C(F)F)nn1Cc1nc2c3c4c(sc3ncn2n1)CC(C)CC4 (stereo not drawn)	61.9%
CCN(CC)CCC1S(=O)(=O)CC(c2ccccc2)CS1(=O)=O (stereo not drawn)	-30.1%
O=NN(C(=O)NCc1cccnc1)C1CCCCC1	1.9%
Cc1cccnc1C(NC(=O)C1CCN(Cc2ccc(Cl)cc2)CC1)c1ccccc1 (stereo not drawn)	-21.0%
CCCCC[C@@H]1CCCCC[C@@H](O)C[C@H](O)[C@H](O)/C=C/C(=O)O1	4.6%
COc1cccc(NC(=O)N2CCN3C(=O)N(Cc4ccc(C)cc4)C[C@H]3C2)c1	0.2%[176 µM]
COc1ccc(-c2ccc3c(c2)C(=O)N2CC[C@H](NC(=O)NC4CCCCC4)[C@H]2C(=O)N3)cc1	?
CN1C(=O)C(CC(=O)N(C)C2CCNCC2)(Cc2ccccc2)c2ccccc21 (stereo not drawn)	28.1%
O=C(Nc1ccc2c(c1)OCO2)C1Cc2c(-c3ccc4c(c3)OCO4)ccnc2O1 (stereo not drawn)	4.0%
C[C@H]1[C@@H]2[C@@H](O)C([C@H](C)C(=O)NCc3ccccc3)CC[C@@]2(C)CC[C@@H]1NC(=O)c1ccncc1 (stereo partly drawn)	10.1%
Cc1cccc2c(C3CCN(S(=O)(=O)c4cc(F)c(F)cc4Cl)CC3)c[nH]c12	-14.8%
Cc1ccc(-c2c(C)sc(NC(=O)CC3(CC(=O)O)CCCC3)c2C(N)=O)cc1C	?
CN(C(=O)CN1C(=O)C(c2ccccc2)=NC12CCCCC2)c1ccccc1	9.4%
COc1ccc(N(Cc2cc(CN3CCOCC3)cs2)S(=O)(=O)c2cccc(C#N)c2)cc1	?
Cc1ccc(CN2CCC(CNC(=O)c3cccc4c3SCCC4=O)CC2)cc1	?
CCC/C=C/c1ccc(CN2C(C(C)C)C(=O)N(Cc3cn(CCC4OCCCO4)nn3)CCS2(=O)=O)cc1 (stereo not drawn)	-26.2%
COc1cc2ccccc2cc1C(=O)Nc1nnn(C)n1	26.0%
CC(C)CCOC(=O)c1cc2cc(Br)ccc2oc1=O	?

Random excerpt: 2 records from the list
SMILES	12-LOX inh
CCN(CC)CCC1S(=O)(=O)CC(c2ccccc2)CS1(=O)=O (stereo not drawn)	-30.1%
CN1C(=O)C(CC(=O)N(C)C2CCNCC2)(Cc2ccccc2)c2ccccc21 (stereo not drawn)	28.1%

Printed as active in 12-LOX inh (from the list above):
SMILES	12-LOX inh
CC(NC(=S)NCCc1ccccc1)c1ccc(C(C)(C)C)cc1 (stereo not drawn)	39.8µM*

Additional entries
SMILES	12-LOX inh
O=C(Nc1ccc(F)cc1)c1cccn2cncc12	72.9%[activator][176 µM]
CC(=O)Nc1ccc(C(=O)N2CCc3cn(CC(C)C)c4cccc(c34)C2)cc1	1.3%
N#Cc1cn2ncnc2nc1N	0.9%
CC1=C(C(=O)OC(C)(C)C)C(c2ccc(F)cc2)C(C#N)=C(N)O1 (stereo not drawn)	?
Nc1nccnc1C(=O)Nc1cccc(NC(=O)c2ccncc2)c1	-33.2%
Cc1noc2c(-c3cccnc3NCc3cnccn3)cc(-c3ccccc3)nc12	6.5%[176 µM]
COc1ccc2[nH]c3c(c2c1)CCNC31CCN(S(=O)(=O)c2cccnc2)CC1	-8.2%
CN(C)C[C@@H]1CN(c2ccncn2)C[C@H]1NC(=O)c1ccc(Cl)cc1	6.1%
CCOC(=O)C1=C(C)Oc2ncn3nc(-c4ccccn4)nc3c2C1c1ccc(OC)c(OC)c1 (stereo not drawn)	9.8%
Cc1cc(CS(=O)(=O)CC(=O)NC2CCCCCC2)on1	-4.3%
CCc1nc2c(OCc3cccc(OC)c3)cccn2c1N(C)C(=O)c1ccc(OC)cc1	2.6%
CCCNC(=O)C[C@@H]1CC[C@H]2NC[C@H](O)COC[C@@H]2O1	?
Cc1ccoc1C(=O)N1CCc2c(nc(-c3cccnc3)nc2N(C)C)C1	43.6%[activator]
O=C(Nc1ccc(F)c(F)c1)C1CCN(c2nc3ccccc3o2)CC1	?
Cc1cccc(NC(=O)C2Cc3ccc(C)cc3S2)c1 (stereo not drawn)	?
CCNC(=O)c1cccnc1OC1CCN(C(=O)CC2CCCC2)C1 (stereo not drawn)	9.8%
CCNC(=O)[C@@H]1C[C@H](NC(=O)c2cccc(Cl)c2)CN1C1CCOCC1	62.2%[activator]
O=C(Cn1c(=O)[nH]c2c(-c3ccccc3F)c[nH]c2c1=O)NCc1cccnc1	-18.5%
CCOc1ccc(C(=O)N(Cc2cccc(Cl)c2)c2ccccn2)cc1	6.9%
CN(CCC(=O)NC(=O)NCc1ccccc1)Cc1ccccc1	4.6%
O=C(NCc1ccncc1)C1CN(C(=O)c2ccccc2F)CC12CCOCC2 (stereo not drawn)	20.3%
COC(=O)[C@H](CC(C)C)N(CCc1cn(Cc2ccc(C)cc2)nn1)S(=O)(=O)c1ccccc1Br	?
CC(OC(=O)c1ccc(O)cc1)C(=O)Nc1ccccc1OC(F)F (stereo not drawn)	10.9%
N#Cc1cccc(-c2cn3c(n2)N(C(=O)Cc2cccs2)CCC3)c1	61.7%[activator]
Oc1ccc(Nc2nc(-c3ccc(F)cc3F)cs2)cc1	7.94µM*
The list goes on.
SMILES	12-LOX inh
COc1ccc(C(CNC(=O)CNC(C)(C)C)c2c[nH]c3ccccc23)cc1 (stereo not drawn)	6.3%
C#Cc1ccc(NC(=O)C2(C)CCN2C(=O)C/C=C/c2ccccc2)cc1 (stereo not drawn)	5.3%
COc1cccc(CNC(=O)[C@@H]2CCCN2C(=O)[C@@H]2CCCN2C(=O)c2ccc(Cl)cc2)c1	-29.3%
CCCCNC(=O)N1CC(C(=O)N2CCCC(C(=O)OCC)C2)CC(c2ccc(F)c(C)c2)C1 (stereo not drawn)	55.0%[activator]
Cc1c(NC(=O)CC2CCCCC2)cccc1-c1nc2cccnc2s1	0.3%
O=C(NC1CCCCC1)N1CCC(N2CC(OCC3CC3)C23CCOCC3)CC1 (stereo not drawn)	10.1%
CC(C)(C)c1nc(CSc2n[nH]c(-c3ccccc3Br)n2)no1	71.6%[activator]
CCN(CC)c1nc2c(c(=O)[nH]c(=O)n2C)n1CC(O)COc1ccc(C)cc1 (stereo not drawn)	?

Bioassay records (PubChem)
